Source: PubChem
FBPA Giardia inh: blocks Giardia fructose-bisphosphate aldolase activity. A8B2U2. purified Giardia FBPA. Potency, µM (titrated, usually from 59.6 µM), inactives show top-dose activity, negative = inhibition, most hits filed as inhibitors. 290,000 tested, 0.71% active. AID 2451; also: potency is read from the fitted curve at half-maximal effect; nearly all actives have a fitted effect of over 55% in size
Target sequence (A8B2U2 whole entry, looked up): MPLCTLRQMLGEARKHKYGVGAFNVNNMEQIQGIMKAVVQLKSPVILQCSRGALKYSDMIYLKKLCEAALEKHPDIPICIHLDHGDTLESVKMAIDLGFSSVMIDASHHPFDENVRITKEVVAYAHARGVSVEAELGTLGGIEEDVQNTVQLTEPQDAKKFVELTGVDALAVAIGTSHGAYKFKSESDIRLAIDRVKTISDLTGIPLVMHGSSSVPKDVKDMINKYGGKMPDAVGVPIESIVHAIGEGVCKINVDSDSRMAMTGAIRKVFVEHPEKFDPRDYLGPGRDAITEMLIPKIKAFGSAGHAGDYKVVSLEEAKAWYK
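Giardia FBPA (40 nM reagent) was preincubated 10 min at RT with compound (up to 57.5 uM final), then substrate plus GAPDH/TPI/NAD/arsenate coupling system with diaphorase/resazurin was added; resorufin fluorescence (525/598 nm) was read after 20 min.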
HCV inh: blocks hepatitis C virus; Huh7.5.1 HCVcc-Cre infection, luciferase reporter, 44 h; Potency, µM (series often up to 41.8 µM), without a hit: top-dose activity change, negative = inhibition, hits mostly inhibitors; 340,000 tested, 3.4% active; AID 651820; also: potency is read from the fitted curve at half-maximal effect
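Reporter virus HCVcc-Cre (~0.5 moi) infects cells exposed to compound; seeding density 1,000 cells/well with 4 h settling beforehand. Luminescence, 15 sec read, taken 44 h post-infection following a 15 min RT substrate incubation.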
HCMV antiviral: human cytomegalovirus inhibition. HFF cells, HCMV-luciferase reporter, 72 h; stronger effect = lower value. activity change, negative = inhibition, % at 57.5 µM. 410,000 tested, 4.5% active. AID 1259415; in the data active = activity change below about -60%; inconclusive = no clear call, values can overlap the other calls; inactive = above about -39%
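Steps: HFFs plated, 16 h 37C; compounds added; HCMV-luciferase added to MOI 1 PFU/cell; 72 h 37C; OneGlo reagent, 5 min room temperature; luminescence read, normalized to controls.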
AmpC detergent: inhibitors of E. coli AmpC beta-lactamase with detergent; Potency, µM (highest dose often 114 µM), for the others: at the highest dose activity change, negative = inhibition, usual class: inhibitors; 370,000 tested, 0.041% active; AmpC hydrolysis of nitrocefin, absorbance 480 nm, 0.01% Triton; AID 485294; P00811;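 also: potency is read from the fitted curve at half-maximal effect; 0% = no-compound wells and -100% = no-enzyme wells; nearly all actives have a fitted effect of over 25% in size; some results filed as inactive show a strong effect at the top dose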
Target sequence (P00811 whole entry, looked up): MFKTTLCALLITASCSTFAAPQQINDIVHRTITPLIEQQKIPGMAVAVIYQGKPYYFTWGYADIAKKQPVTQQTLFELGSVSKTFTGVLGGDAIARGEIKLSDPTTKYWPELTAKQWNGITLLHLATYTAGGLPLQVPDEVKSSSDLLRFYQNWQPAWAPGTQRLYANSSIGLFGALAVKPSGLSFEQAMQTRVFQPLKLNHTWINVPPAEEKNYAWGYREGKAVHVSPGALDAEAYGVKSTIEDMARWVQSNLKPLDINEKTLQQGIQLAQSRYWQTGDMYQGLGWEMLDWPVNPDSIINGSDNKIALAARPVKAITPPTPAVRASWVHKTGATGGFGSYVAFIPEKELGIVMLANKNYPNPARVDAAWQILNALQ
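AmpC (5.3 nM in the dispensed reagent) in 20 mM phosphate pH 7.0 with 0.01% (detergent screen) or 0.0001% Triton X-100 was preincubated with compounds for 15 min at room temperature. Nitrocefin was then added from an 800 uM solution, and hydrolysis was followed at 480 nm.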
AMA1 RON2 block: inhibitors of Plasmodium falciparum AMA1-RON2 interaction | 360,000 tested, 0.2% active | AlphaScreen AMA1-biotinylated RON2 peptide binding | Potency, µM (highest dose often 58.2 µM), without a hit: at the highest dose activity change, negative = inhibition, usual class: inhibitors;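 also: potency is read from the fitted curve at half-maximal effect; 0% = vehicle wells and -100% = peptide control; nearly all actives have a fitted effect of over 45% in size; some results filed as inactive show a strong effect at the top dose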
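AMA1 (3D7) with his tag at 25 nM final met compounds first, then biotinylated RON2 peptide at 25 nM; detection used donor plus acceptor beads, 10 µg/mL apiece, read by AlphaScreen after 30 min at room temperature.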
Sm TGR block: blocks Schistosoma mansoni thioredoxin glutathione reductase | 360,000 tested, 3% active | purified TGR, DTNB reduction, TNB absorbance 405 nm | AID 485364 | Potency, µM (highest dose often 114 µM), for the others: at the highest dose activity change, negative = inhibition, hits mostly inhibitors | Q962Y6; also: potency is read from the fitted curve at half-maximal effect; nearly all actives have a fitted effect of over 60% in size
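First, TGR (20 nM dispensed) and NADPH were mixed with compound. Second, a 15 min room-temperature incubation followed. Third, further NADPH and then DTNB were added to start the reaction. Finally, TNB absorbance was monitored kinetically.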
* hit, by the source's call; ? = inconclusive; / = no result given; [ ] = remark or other dose. Unless noted, calls follow the shape of the dose curve; as a rule, active = well fitted curve in the direction sought with a large enough effect; inconclusive = small, poorly fitted or top-dose-only effect, or another doubt; inactive = no such curve, though single readings can be large; an effect the other way counts as inactive or inconclusive. Unless noted, % is scaled to controls: 0 for no effect and ±100 for the full control effect.

1. CN1C(=O)CSC1=NCC12CC3CC(CC(C3)C1)C2
2. O/N=C/c1ccc(-c2cc(Cl)ccc2Cl)o1
3. Cc1ccc(NC(=O)COC(=O)C2CC2(Cl)Cl)cc1C (centres undefined)
4. O=C(/C=C/c1ccc2c(c1)OCCO2)N1CCN(c2ccc(F)cc2)CC1
5. CCCCOc1ccc(Nc2cc(Cl)ccc2C(=O)O)cn1
6. CCOC(=O)COc1ccc2c(c1)c(C(C)=O)c(C)n2Cc1ccccc1
7. CCOc1ccc(S(=O)(=O)N2CCN(c3ccccc3F)CC2)c2cccnc12
8. CC(C)(C)OC(=O)C[C@H]1C/C=C\C[C@H](CC(=O)NCCO)C(=O)NC[C@H](c2ccccc2)OC1=O
Compound	1	2	3	4	5	6	7	8
FBPA Giardia inh	2%	0%	-14%	1%	27%	-5%	0%	/
HCV inh	14%	?	17%	-12%	29%	14%	-20%	?
HCMV antiviral	?	-62*	-2	?	-36	-25	?	-2
AmpC detergent	0%	?	4%	-14%	4%	-7%	?	/
AMA1 RON2 block	3%	10%	-2%	3%	-17%	-15%	-9%	2%
Sm TGR block	-8%	-15%	-11%	8%	-16%	1%	5%	/

9. O=C(COc1ccc([N+](=O)[O-])cc1)NNC(=O)Nc1cccc(F)c1
10. COCCSc1ccccc1C(=O)Nc1ccc(S(=O)(=O)N2CCOCC2)cc1
11. COc1ccc(Cl)cc1NC(=O)CCN1CCN(Cc2ccccc2)CC1
12. Cc1ccc(C(=O)NCCc2ccc(S(=O)(=O)N3CCCC3)cc2)cc1
13. CC(ON1CC1(C(F)(F)F)C(F)(F)F)(C(N)=O)C(N)=O (centres undefined)
14. CCCc1cc(=O)oc2cc(OCC(=O)N3CCC(C(=O)O)(c4ccccc4)CC3)ccc12
15. CC(NC(=O)c1ccccc1)c1nnc(SCc2nc3ccccc3c(=O)[nH]2)n1C (centres undefined)
16. CS(=O)(=O)N(Cc1nc(-c2ccc(F)cc2)no1)c1ccccc1Cl
Compound	9	10	11	12	13	14	15	16
FBPA Giardia inh	-4%	-2%	1%	3%	12%	7%	0%	/
HCV inh	6%	23%	-23%	16%	1%	-13%	4%	-14%
HCMV antiviral	20	-10	-9	-22	-33	-9	-27	-29
AmpC detergent	4%	3%	3%	0%	8%	-9%	0%	?
AMA1 RON2 block	33%[activator]	-1%	-4%	-6%	8%	-7%	-2%	16%
Sm TGR block	3%	0%	-25%	0%	3%	-13%	27%	6%

Whole records, looked up by structure. Order of screens: FBPA Giardia inh	HCV inh	HCMV antiviral	AmpC detergent	AMA1 RON2 block	Sm TGR block
`COc1ccc(Cl)cc1NC(=O)CCN1CCN(Cc2ccccc2)CC1` as listed: 1%	-23%	-9	3%	-4%	-25%
`CC(NC(=O)c1ccccc1)c1nnc(SCc2nc3ccccc3c(=O)[nH]2)n1C` (centres undefined) as listed: 0%	4%	-27	0%	-2%	27%

Next compounds.
17. CC(C)(CC(=O)O)CC(=O)N1CCN(c2nc3ccc(Cl)cc3s2)CC1
18. COc1cc2c(cc1OC)CN(c1ccc(C(F)(F)F)cn1)CC2
19. O=C(C1CCN(S(=O)(=O)c2ccc(Br)cc2)CC1)N1CCOCC1
20. COc1ccc(/C=N\NC(=O)c2ccc(-c3ccccc3)cc2)cc1COC(C)=O
21. CC(=O)Nc1ccc(OC(=O)c2ccc(Br)c([N+](=O)[O-])c2)cc1
22. CN(C)S(=O)(=O)c1ccc(NC(=O)CCNC(=O)c2ccc([N+](=O)[O-])cc2)cc1
23. CN(c1ccc(C(=O)N2CCN(c3ccc(F)cc3)CC2)cc1)S(C)(=O)=O
24. CCCc1nnc(SCC(=O)N2CCOCC2)n1CC1CCCO1 (centres undefined)
Compound	17	18	19	20	21	22	23	24
FBPA Giardia inh	2%	-3%	/	/	2%	10%	0%	2%
HCV inh	9%	?	4%	?	3%	-25%	5%	21%
HCMV antiviral	/	-35	-3	-35	-35	-30	-25	-68*
AmpC detergent	-2%	-13%	4%	0%	1%	6%	2%	2%
AMA1 RON2 block	10%	-11%	-4%	-9%	-24%	-10%	6%	1%
Sm TGR block	-8%	3%	3%	-16%	?	-2%	-5%	-35%

25. Cc1cc(C)nc(SCC(=O)NNS(=O)(=O)c2ccc(C#N)cc2)n1
26. O=C(c1n[nH]c2ccccc12)N1CCCCC1
27. CCCCCC(=O)OCCc1c(C)nc2nc[nH]n2c1=O
28. Cc1nc(C)c(C(=O)Nc2cccc(Cl)c2)o1
29. Cc1cc(C)n(-c2nc(-c3ccc(Cl)c(Cl)c3)cs2)n1
30. CCc1nnc(NC(=O)CCn2cnc3ccccc3c2=O)s1
31. CCOC(=O)c1ccc(N2C(=O)c3[nH]nc(-c4ccc(OCC)cc4)c3C2c2cccs2)cc1 (centres undefined)
32. CC(=O)c1cccc(NC(=O)CO/N=C2/CCCc3nonc32)c1
Compound	25	26	27	28	29	30	31	32
FBPA Giardia inh	/	6%	5%	2%	/	0%	/	0%
HCV inh	0%	-7%	-9%	-16%	10%	21%	/	-12%
HCMV antiviral	-4	27	-25	0	32	-21	-65*	?
AmpC detergent	-11%	?	7%	-11%	-18%	-1%	-1%	5%
AMA1 RON2 block	-18%	4%	-7%	-1%	9%	5%	/	5%
Sm TGR block	6%	7%	0%	-2%	0%	/	0%	8%

33. COc1ccc(C(=O)N2CCOCC2)cc1Br
34. O=C(COC(=O)Cc1ccc(S(=O)(=O)N2CCOCC2)s1)Nc1ccc(F)cc1F
35. Cc1onc(-c2ccccc2Cl)c1C(=O)Nc1ccccc1N1CCOCC1
36. CC(C)CNC(=O)COC(=O)/C=C/c1ccccc1[N+](=O)[O-]
37. NC(=O)c1cnn2c(-c3cccc(C(F)(F)F)c3)ccnc12
38. COc1ccc(N(C(C)C(=O)NN=C2CCCC2)S(C)(=O)=O)cc1 (centres undefined)
39. CCC1(C(=O)OC)NC(c2cccc(F)c2)C2C(=O)N(C)C(=O)C21 (centres undefined)
40. COc1cccc(NC(=S)NN2C(C)CCCC2C)c1 (centres undefined)
Compound	33	34	35	36	37	38	39	40
FBPA Giardia inh	1%	/	-3%	0%	1%	9%	/	-5%
HCV inh	6%	18%	-19%	16%	7%	12%	17%	-1%
HCMV antiviral	-15	30	?	43	9	-30	5	-8
AmpC detergent	2%	/	-15%	-1%	2%	2%	/	-2%
AMA1 RON2 block	1%	1%[11.6 µM]	-1%	11%	11%	7%	-12%	51%[activator]
Sm TGR block	5%	/	-1%	-2%	10%	7%	/	3%

In the list so far, these have a COOH group.
5. CCCCOc1ccc(Nc2cc(Cl)ccc2C(=O)O)cn1
14. CCCc1cc(=O)oc2cc(OCC(=O)N3CCC(C(=O)O)(c4ccccc4)CC3)ccc12
17. CC(C)(CC(=O)O)CC(=O)N1CCN(c2nc3ccc(Cl)cc3s2)CC1
Compound	5	14	17
FBPA Giardia inh	27%	7%	2%
HCV inh	29%	-13%	9%
HCMV antiviral	-36	-9	/
AmpC detergent	4%	-9%	-2%
AMA1 RON2 block	-17%	-7%	10%
Sm TGR block	-16%	-13%	-8%

Going on with the list:
41. COc1ccc(S(=O)(=O)N2CCC(C(=O)N[C@@H](C)C(=O)NCc3ccncc3)CC2)cc1
42. CCOC(=O)CN1C(c2ccc(O)cc2)Nc2ccc(Br)cc2C1c1ccccc1 (centres undefined)
43. CCNC(=O)NC(=O)COC(=O)CNC(=O)COc1ccccc1
44. Cc1ccc(/C=C2\SC(=S)N(C3CCS(=O)(=O)C3)C2=O)o1 (centres undefined)
45. COc1ccc(N=Cc2cccc(C)c2O)cc1Cl
46. CC(Sc1nc(-c2ccccc2)c(C#N)c(=O)[nH]1)C(=O)Nc1ccc(F)cc1 (centres undefined)
47. O=C(Nc1cccc(NC(=O)c2cccs2)c1)c1ccc(F)cc1
48. COC(=O)[C@H](CC(C)C)NC(=O)N1CCCCC1C (some centres undefined)
Compound	41	42	43	44	45	46	47	48
FBPA Giardia inh	/	-2%	1%	?	-4%	/	-3%	0%
HCV inh	-5%	-26%	19%	?	18%	/	?	8%
HCMV antiviral	-3	?	-12	-37	12	-13	-3	22
AmpC detergent	4%	9%	-1%	2%	0%	5%	1%	-14%
AMA1 RON2 block	8%	-25%	-5%	-10%	-7%	/	-4%	0%
Sm TGR block	1%	-2%	2%	?	6%	-3%	3%	25%

49. Cc1ccc(C(CNS(=O)(=O)c2ccc(F)cc2C)N2CCN(C)CC2)cc1 (centres undefined)
50. Cc1cccc(N(C)S(=O)(=O)c2c(C)[nH]c(C)c2C(=O)N2CCCC2)c1
51. N#C/C(=C\c1c(Oc2ccc(Br)cc2)nc2ccccn2c1=O)c1nc2ccccc2s1
52. O=C1CC(N2CCN(c3ccccc3Cl)CC2)C(=O)N1c1ccc(F)cc1 (centres undefined)
53. CN(C)c1ccc(-c2nc3n(n2)C(c2cccnc2)C2=C(CC(C)(C)CC2=O)N3)cc1 (centres undefined)
54. COc1ccc(C2C(C(N)=O)=C(C)Nc3nc(SCc4ccccc4Cl)nn32)cc1OC (centres undefined)
55. COC(=O)c1cn(NC(=O)Cn2nc([N+](=O)[O-])c(Cl)c2C)c(=O)c2ccccc12
56. COc1ccc(-c2nn(-c3ccccc3)cc2CNC[C@H]2O[C@@H](n3cnc4c(N)ncnc43)[C@H](O)[C@@H]2O)cc1
57. Cc1ccc(-n2ncc(C(=O)NCCN3CCOCC3)c2C2CCN(C(=O)OC(C)(C)C)CC2)c(C)c1
58. COc1cccc(NC(=O)/C(C#N)=C/c2c(C)n(Cc3ccc(Cl)cc3)c3ccccc23)c1
59. CC1CCCC(NC(=O)/C=C/c2c(F)cccc2Cl)C1C (centres undefined)
Compound	49	50	51	52	53	54	55	56	57	58	59
FBPA Giardia inh	/	10%	/	-6%	-3%	/	10%	/	/	/	/
HCV inh	?	27%	/	12%	?	/	1%	-27%	/	/	-21%
HCMV antiviral	-10	-38	54	-26	-3	7	-3	-36	-4	14	-7
AmpC detergent	-13%	-2%	0%	?	-3%	2%	4%	/	0%	12%	/
AMA1 RON2 block	15%	3%	/	0%	2%	/	11%	-12%	/	/	3%
Sm TGR block	-18%	5%	-17%	?	3%	-3%	-5%	/	-7%	0%	/

An unsorted share of the library; overall some 9.3% were active at least once.
